# Bioassay records deposited in PubChem by National Center for Advancing Translational Sciences (NCATS).
# FLuc counter: firefly luciferase modulation, counter-screen for miR-21 project; P08659; purified FLuc, Km substrates, luminescence inhibition; Potency, µM (top dose mostly 57.5 µM), for inactives: at the top dose activity change, negative = inhibition, actives largely listed as inhibitors; 360,000 compounds, 6.9% hits; AID 588342;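 also: potency is read from the fitted curve at half-maximal effect; plate controls were vehicle for no effect and reference inhibitor for full effect; nearly all actives have a fitted effect of over 55% in size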
# Target sequence (P08659 whole entry, looked up): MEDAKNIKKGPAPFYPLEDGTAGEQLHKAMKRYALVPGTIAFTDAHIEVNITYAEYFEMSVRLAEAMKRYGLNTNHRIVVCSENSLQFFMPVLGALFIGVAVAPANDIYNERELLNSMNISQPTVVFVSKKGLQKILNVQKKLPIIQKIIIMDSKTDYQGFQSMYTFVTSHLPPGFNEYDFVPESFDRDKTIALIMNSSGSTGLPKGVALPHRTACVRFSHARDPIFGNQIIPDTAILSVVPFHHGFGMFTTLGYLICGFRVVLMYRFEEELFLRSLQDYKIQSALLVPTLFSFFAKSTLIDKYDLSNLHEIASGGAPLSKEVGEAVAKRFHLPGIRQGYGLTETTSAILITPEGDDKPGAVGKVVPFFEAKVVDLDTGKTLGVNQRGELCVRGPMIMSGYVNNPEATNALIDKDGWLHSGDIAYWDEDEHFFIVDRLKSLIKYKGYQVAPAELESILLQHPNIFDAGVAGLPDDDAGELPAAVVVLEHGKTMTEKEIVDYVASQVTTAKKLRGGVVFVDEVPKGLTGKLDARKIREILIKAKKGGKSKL
#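 Purified P. pyralis luciferase (10nM final) with 10uM D-luciferin and 10uM ATP (Km levels) in 50mM Tris acetate pH 7.5, 10mM Mg acetate, 0.01% Tween-20, 0.05% BSA; qHTS 6-point titration, ~60 µM downward; luminescence read.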
# ELG1 genotoxic: induces genotoxicity in HEK293T cells with luciferase-tagged ELG1 | HEK293T ELG1-luciferase reporter, luminescence, 16 h | 330,000 compounds, 1.3% hits | Potency, µM (series often up to 46 µM), inactives show top-dose activity change, positive = activation, actives largely listed as activators; also: potency is read from the fitted curve at half-maximal effect; % of control where 0% means no effect; nearly all actives have a fitted effect of over 60% in size
#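 Screening used a luciferase reporter fused to human ELG1 in HEK293T cells. Luminescence was read on a CCD plate imager after 16 hr exposure and 30 min ONE-Glo incubation.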
# TRPV1 ag: activates the human vanilloid receptor TRPV1; AID 540275; activation, % at 8.33 µM; TRPV1-expressing cells, Fluo-8 calcium influx, agonist mode; 320,000 compounds, 0.19% hits; Q8NER1; in the data active = activation above about 80%; inconclusive = between about 30% and that limit; also: 0% is about no effect
#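 Cells expressing TRPV1 were dye-loaded with Fluo-8 and read kinetically: 10 s baseline, 3 min after compound (agonist portion), then 2 min after EC20 capsaicin (allosteric enhancer portion). Calcium-bound dye fluorescence at 480/520 nm.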
# Rab9 promoter act: Rab9 promoter activation. AID 485297. Potency, µM (doses to about 9.22 µM), for the others: top-dose activation, negative = inhibition, hits mostly activators. Huh7 Rab9 promoter-luciferase reporter, luminescence, 24 h. 320,000 compounds, 2.8% hits; also: potency is read from the fitted curve at half-maximal effect; % of control where 0% means no effect; nearly all actives have a fitted effect of over 60% in size
#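 Huh7 cells stably carrying a Rab9 promoter-luciferase reporter, 1500 cells per well in OP-MEM I with 10% FBS, treated with compound 24 hours at 37C. Luciferase activity read by luminescence after 10 minutes with Amplite reagent.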
# VP16 counter: inhibits Gal4-VP16 luciferase reporter, ROR gamma counter-screen. Drosophila S2 Gal4-VP16 UAS-luciferase, luminescence, 20 h. Potency, µM (series often up to 53.6 µM), inactives show at the top dose activity, negative = inhibition, usual class: inhibitors. 310,000 compounds, 3.5% hits. AID 2546;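 also: Gal4-VP16 expression switched on by copper sulfate through the metallothionein promoter; potency is read from the fitted curve at half-maximal effect; % is scaled to controls: 0 for no effect and ±100 for the full control effect; nearly all actives have a fitted effect of over 50% in size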
# p53 reactivation: mutant p53 re-activation in reporter cells. H1299 p53-A138V BP100-luciferase reporter, luminescence, 24 h. Potency, µM (titrated, usually from 92.2 µM), inactives show at the highest dose activity change, positive = activation, actives largely listed as activators. 320,000 compounds, 0.063% hits. AID 504706; also: potency is read from the fitted curve at half-maximal effect; % of control where 0% means no effect; nearly all actives have a fitted effect of over 45% in size
#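 p53-null H1299 cells stably carrying temperature-sensitive p53-A138V and a BP100-luciferase reporter were pinned with compounds (4-point, 1:5 series) and held 24 hrs at 37 deg C. Luminescence was read 10 min after detection reagent.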
# ELG1 DNA repair: inhibitors of ELG1-dependent DNA repair in HEK293T cells; HEK293T ELG1-luciferase reporter, luminescence, 16 h; DNA damage induced by 5-fluorouridine; Potency, µM (series often up to 46.1 µM), for the others: top-dose activity change, negative = inhibition, actives largely listed as inhibitors; 330,000 compounds, 2.3% hits; also: potency is read from the fitted curve at half-maximal effect; % is scaled to controls: 0 for no effect and ±100 for the full control effect; nearly all actives have a fitted effect of over 55% in size
#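 Overnight (16 hr) co-exposure of 2,000 cells/well to 5-fluorouridine and compound at 37 °C preceded detection. Luciferase was quantified via ONE-Glo luminescence; loss of signal denotes inhibition.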
# Tb PFK inh: blocks T. brucei phosphofructokinase. O15648. T. brucei PFK, ADP-Glo luminescence. Potency, µM (series often up to 57.5 µM), without a hit: at the top dose activity, negative = inhibition, hits mostly inhibitors. 330,000 compounds, 0.17% hits. AID 485367;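 also: potency is read from the fitted curve at half-maximal effect; 0% = uninhibited 1x PFK enzyme wells and -100% = no-enzyme wells; nearly all actives have a fitted effect of over 60% in size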
# Target sequence (O15648 whole entry, looked up): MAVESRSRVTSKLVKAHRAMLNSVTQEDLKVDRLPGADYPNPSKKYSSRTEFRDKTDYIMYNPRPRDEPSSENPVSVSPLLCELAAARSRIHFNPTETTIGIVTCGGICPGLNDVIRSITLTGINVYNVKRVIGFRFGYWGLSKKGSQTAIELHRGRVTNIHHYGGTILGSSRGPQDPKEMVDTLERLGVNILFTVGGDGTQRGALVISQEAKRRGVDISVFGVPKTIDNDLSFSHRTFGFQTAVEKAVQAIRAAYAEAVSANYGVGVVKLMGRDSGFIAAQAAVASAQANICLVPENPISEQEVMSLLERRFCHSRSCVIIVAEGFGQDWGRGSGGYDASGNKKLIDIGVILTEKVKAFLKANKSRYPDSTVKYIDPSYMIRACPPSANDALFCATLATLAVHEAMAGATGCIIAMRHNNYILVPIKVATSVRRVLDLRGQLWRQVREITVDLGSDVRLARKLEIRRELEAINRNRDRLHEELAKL
#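 Compounds were pin-transferred as a titration series up to 57 uM into substrate buffer (0.5 mM F6P, 0.1 mM ATP, pH 8.0), then 1.25 nM PFK was added and reactions ran 45 min before ADP-Glo detection.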
# RORgamma inh: inhibitors of mouse ROR gamma transcriptional activity. Drosophila S2 Gal4-RORgamma UAS-luciferase reporter, 20 h. Potency, µM (highest dose often 53.6 µM), without a hit: at the top dose activity change, negative = inhibition, actives largely listed as inhibitors. 310,000 compounds, 5.4% hits. AID 2551; also: potency is read from the fitted curve at half-maximal effect; % is scaled to controls: 0 for no effect and ±100 for the full control effect; nearly all actives have a fitted effect of over 60% in size
#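 Stable Schneider cell line, Gal4 DNA-binding domain fused to ROR gamma, UAS-luciferase. Cmpd 1 hr RT → CuSO4 700 uM final → 20 hr RT → luciferase reagent 10 min → luminescence.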
# BRCA1 expr up: increases BRCA1 expression; Potency, µM (highest dose often 46.1 µM), without a hit: top-dose activation, actives largely listed as activators; 380,000 compounds, 1.1% hits; MCF7-BRCA1-FFLuc reporter, luminescence, 48 h; response scale: scaled: vehicle 0%, 10 µM genistein 100%; also: potency is read from the fitted curve at half-maximal effect; nearly all actives have a fitted effect of over 80% in size; some results filed as inactive show a strong effect at the top dose
#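 MCF7 cells carrying a BRCA1-firefly luciferase reporter (2000 cells/well, phenol-red free MEM) were attached for 2 h at 37 °C, then given compounds for 48 h. Luminescence was read 15 min after luciferase reagent; activity normalized to genistein (10 microM) and DMSO.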
# NPC1 prom act: activates the NPC1 promoter. AID 485313. 320,000 compounds, 2.4% hits. Potency, µM (series often up to 9.22 µM), inactives show at the highest dose activation, most hits filed as activators. Huh7 NPC1 promoter luciferase reporter, 24 h;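 also: potency is read from the fitted curve at half-maximal effect; % of control where 0% means no effect; nearly all actives have a fitted effect of over 60% in size; reporter is driven by a mutant NPC1 promoter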
#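 NPC1 promoter–luciferase Huh7 cells; 24 h compound; luminescence.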
# * hit, by the source's call; u = inconclusive; x = not tested or not shown; [ ] = remark or other dose. Unless noted, calls follow the shape of the dose curve; as a rule, active = well fitted curve in the direction sought with a large enough effect; inconclusive = small, poorly fitted or top-dose-only effect, or another doubt; inactive = no such curve, though single readings can be large; an effect the other way counts as inactive or inconclusive.
SMILES,FLuc counter,ELG1 genotoxic,TRPV1 ag,Rab9 promoter act,VP16 counter,p53 reactivation,ELG1 DNA repair,Tb PFK inh,RORgamma inh,BRCA1 expr up,NPC1 prom act
COc1cc(C(=O)NCCCN2CCCC2=O)cc(OC)c1OC,0%,4%,1,0%,-7%,-1%,u,0%,0%,-2%,-1%
COc1ccc(CCNC(=O)C2Cc3ccccc3C(=O)O2)cc1 (stereo not given),-5%,0%,-5,5%,-1%,7%,-15%,-1%,34%,1%,0%
CCOC(=O)Cc1csc(NC(=O)CCCc2ccccc2)n1,-22%,-9%,13,9%,3%,-21%,2%,-8%,-13%,1%,-5%
Cc1ccc(-n2nc3c(=O)n(CC(=O)NCc4ccccn4)nc(C)c3c2C)cc1,-1%,0%,-1,-4%,-7%,0%,-14%,1%,-17%,-12%,-1%
CNC(=S)N/N=C/c1ccc(-c2ccc(Cl)c([N+](=O)[O-])c2)o1,-10%,0%,-1,-3%,3.5µM*,5%,u,-16%,4.5µM*,-77%,-3%
CCc1nnc(N/N=C/c2c(F)cccc2Cl)n1N,3%,0%,0,2%,u,x,2%,1%,u,-32%,-2%
COc1ccc(/C=C/C(=O)OCC(=O)Nc2ccc(Cl)c(S(=O)(=O)N(C)C)c2)cc1OC,24µM*,9%,-1,-2%,-6%,-6%,u,0%,13%,-2%,-5%
NC(N)=NS(=O)(=O)c1ccc(N/C=C\C(=O)c2ccncc2)cc1,0%,1%,-5,-17%,-4%,2%,7%,0%,-3%,4%,0%
Cc1nn(CCC(=O)NNC(=S)Nc2ccccc2)c(C)c1Br,0%,-3%,3,-7%,u,-9%,u,-1%,0.32µM*,1%,0%
C/C(=N\Nc1ccccc1[N+](=O)[O-])c1ccccc1O,5.4µM*,21µM*,3,-1%,u,u,u,0%,17%,30%,8%
CC(NC(=O)c1ccc(F)cc1)C(c1cccs1)N1CCN(C)CC1 (stereo not given),-1%,-1%,0,-1%,-8%,-4%,20%,-1%,-11%,4%,1%
COc1cc(OC)cc(C(=O)NCC(=O)N2CC=C(c3ccccc3)CC2)c1,1%,2%,3,-12%,x,-3%,u,2%,x,-72%,-25%
COC(=O)c1ccc(CNC(=O)C(NC(=O)c2ccco2)C(C)C)cc1 (stereo not given),1%,2%,0,-1%,-4%,0%,-1%,3%,-5%,-9%,-2%
Cc1sc2nc(CN3CCCC3)nc(Cl)c2c1C,-1%,8%,-1,2%,u,-16%,u,-5%,u,0%,-5%
O=C(CSc1nc2ccccc2[nH]1)Nc1nc(-c2ccccc2)c(-c2ccccc2)o1,-1%,0%,13,-1%,u,-7%,21%,7%,u,-3%,-1%
Cc1nc2c(c(=O)n1CCC1=CCCCC1)c1nc3ccccc3nc1n2/N=C/c1ccccc1,0%,-8%,4,-1%,0%,8%,u,7%,22%,13%,5%
CN(CC(=O)NCc1ccco1)S(=O)(=O)c1ccc2c(c1)c(=O)n(C)c(=O)n2C,8%,1%,4,3%,3%,-2%,5%,1%,6%,2%,-3%
COCCN(C(=O)C1CCCO1)c1c(N)n(CC(C)C)c(=O)[nH]c1=O (stereo not given),3%,1%,-1,-1%,x,12%,20%,0%,x,4%,0%
Cc1ccccc1NC(=O)c1nn(C)c2c1CS(=O)(=O)c1ccccc1-2,-1%,-2%,1,0%,0%,8%,-1%,2%,-9%,-3%,3%
CCC(C)N1C(=O)S/C(=C/c2ccc3c(c2)n(C)c(=O)n3C)C1=O (stereo not given),-9%,2%,0,3%,-10%,-1%,-5%,2%,-13%,-55%,0%

# Part of the list above, as tab-separated lines:
smiles	FLuc counter	ELG1 genotoxic	TRPV1 ag	Rab9 promoter act	VP16 counter	p53 reactivation	ELG1 DNA repair	Tb PFK inh	RORgamma inh	BRCA1 expr up	NPC1 prom act
Cc1nn(CCC(=O)NNC(=S)Nc2ccccc2)c(C)c1Br	0%	-3%	3	-7%	u	-9%	u	-1%	0.32µM*	1%	0%
C/C(=N\Nc1ccccc1[N+](=O)[O-])c1ccccc1O	5.4µM*	21µM*	3	-1%	u	u	u	0%	17%	30%	8%
CC(NC(=O)c1ccc(F)cc1)C(c1cccs1)N1CCN(C)CC1 (stereo not given)	-1%	-1%	0	-1%	-8%	-4%	20%	-1%	-11%	4%	1%
COc1cc(OC)cc(C(=O)NCC(=O)N2CC=C(c3ccccc3)CC2)c1	1%	2%	3	-12%	x	-3%	u	2%	x	-72%	-25%
COC(=O)c1ccc(CNC(=O)C(NC(=O)c2ccco2)C(C)C)cc1 (stereo not given)	1%	2%	0	-1%	-4%	0%	-1%	3%	-5%	-9%	-2%
Cc1sc2nc(CN3CCCC3)nc(Cl)c2c1C	-1%	8%	-1	2%	u	-16%	u	-5%	u	0%	-5%
O=C(CSc1nc2ccccc2[nH]1)Nc1nc(-c2ccccc2)c(-c2ccccc2)o1	-1%	0%	13	-1%	u	-7%	21%	7%	u	-3%	-1%
Cc1nc2c(c(=O)n1CCC1=CCCCC1)c1nc3ccccc3nc1n2/N=C/c1ccccc1	0%	-8%	4	-1%	0%	8%	u	7%	22%	13%	5%
CN(CC(=O)NCc1ccco1)S(=O)(=O)c1ccc2c(c1)c(=O)n(C)c(=O)n2C	8%	1%	4	3%	3%	-2%	5%	1%	6%	2%	-3%
COCCN(C(=O)C1CCCO1)c1c(N)n(CC(C)C)c(=O)[nH]c1=O (stereo not given)	3%	1%	-1	-1%	x	12%	20%	0%	x	4%	0%

# Following part:
SMILES,FLuc counter,ELG1 genotoxic,TRPV1 ag,Rab9 promoter act,VP16 counter,p53 reactivation,ELG1 DNA repair,Tb PFK inh,RORgamma inh,BRCA1 expr up,NPC1 prom act
COc1ccccc1NC(=O)C(=O)NCc1ccncc1,0%,2%,-1,-2%,-2%,-1%,11%,-7%,-3%,1%,1%
CCn1c(/C=C/c2ccc(O)cc2)nc2ccccc2c1=O,-18%,-11%,-1,3%,-1%,-58%[inhibitor],u,-1%,u,22%,0%
CC(=O)N(CCC(c1ccccc1)c1ccco1)Cc1cccs1 (stereo not given),-1%,-7%,-1,2%,-9%,-9%,-2%,4%,6%,-23%,-2%
CCC(C)N(C(=O)COc1ccc(Br)cc1C=O)C1CCS(=O)(=O)C1 (stereo not given),-2%,2%,3,0%,x,1%,15%,0%,x,-22%,-2%
O=C(CSC(=S)N1CCCC1)Nc1ccc(Br)cc1Cl,-15%,-1%,23,-1%,x,3%,12%,12%,x,-9%,-4%
COc1ccc(-c2nc(N)ncc2-c2ccccc2)c(O)c1,-1%,-1%,2,-1%,-7%,-4%,24%,10%,-25%,34%,2%
COc1ccc(-c2nc(NC(=O)CSc3nnc(C)s3)ns2)cc1,u,-21%,8,13%,x,u,u,2%,6%[0.365 µM],90%,19%
CCOC(=O)N1CCN(C(=O)COC(=O)c2ccc(S(=O)(=O)N(CC)CC)cc2)CC1,0%,-1%,-1,-6%,x,-6%,1%,-10%,x,-4%,-1%
Cc1ccc(C(=O)COC(=O)[C@@H](NC(=O)c2ccco2)C(C)C)s1,x,5%,x,x,x,8%,11%,2%,x,9%,x
O=C(CN1C(=O)c2ccccc2S1(=O)=O)Nc1ccc([N+](=O)[O-])cc1,x,-2%,x,x,x,1%,8%,7%,x,-27%,x
C=CCn1c(SCc2ccc(C(=O)Nc3nccs3)cc2)nnc1-c1ccc(C)c(Cl)c1,11µM*,-14%,1,-1%,u,-6%,u,-1%,u,-86%,1%
COc1ccccc1CNC(=O)CN(C)CC(=O)Nc1cccc(F)c1,1%,-8%,3,0%,10%,-1%,-13%,-3%,11%[10 µM],-18%,0%
CC1Cc2ccccc2N1CC(=O)c1c(N)n(Cc2ccccc2)c(=O)n(C)c1=O (stereo not given),-2%,-8%,3,1%,-8%,3%,u,5%,u,-34%,0%
CCOCCCNC(=O)C(c1ccc(C)cc1)N(Cc1ccc2c(c1)OCO2)C(=O)CNC(C)=O (stereo not given),5%,1%,4,1%,-6%,-13%,7%,0%,-30%,5%,-3%
CC(OC(=O)CN1C(=O)C2CCCCC2C1=O)C(=O)Nc1ncc(Cl)cc1Cl (stereo not given),2%,0%,4,-4%,3%,1%,-13%,1%,20%,-9%,14%
